FBA Mtb inh – inhibits M. tuberculosis FBA enzyme | P9WQA3 | purified M. tuberculosis FBA, fluorescence read-out | inhibition, % at 1 µM | hit rate 2.3% among 360,000; in the data active = inhibition above about 27%;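 also: 0% = vehicle and 100% = reference inhibitor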
Target sequence (P9WQA3 whole entry, looked up): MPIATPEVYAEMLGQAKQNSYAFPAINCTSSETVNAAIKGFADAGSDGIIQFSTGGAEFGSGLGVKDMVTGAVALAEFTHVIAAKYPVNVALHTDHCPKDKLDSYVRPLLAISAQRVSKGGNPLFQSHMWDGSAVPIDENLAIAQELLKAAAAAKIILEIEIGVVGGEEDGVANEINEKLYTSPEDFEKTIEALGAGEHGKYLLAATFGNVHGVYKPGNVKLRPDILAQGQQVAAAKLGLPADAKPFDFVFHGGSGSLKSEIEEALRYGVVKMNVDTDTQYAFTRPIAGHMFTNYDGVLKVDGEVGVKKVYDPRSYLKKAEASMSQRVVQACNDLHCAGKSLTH
PrPC TRFRET – inhibitors of human cell surface prion protein PrPC; P04156; TR-FRET read-out; inhibition, % at 13.8 µM; hit rate 0.43% among 370,000; in the data active = inhibition above about 24%; also: 0% = median of the test wells and 100% = reference compound wells
FadD28 FP inh – inhibitors of Mycobacterium tuberculosis FadD28 bisubstrate binding; FadD28 bisubstrate probe binding, fluorescence polarization; inhibition, % at 12.5 µM; hit rate 0.22% among 360,000; AID 588549; in the data active = inhibition above about 8.5%, passing the limit was not always enough; inconclusive = no clear call, values can overlap the other calls
BioA inh – inhibitors of Mycobacterium tuberculosis BioA enzyme; inhibition, % at 9.99 µM; hit rate 0.096% among 360,000; purified M. tuberculosis BioA enzyme, plate reader; AID 602481; in the data active = inhibition above about 40%; inconclusive = no clear call, values can overlap the other calls
GDH-TPI counter – GDH-TPI coupled enzyme inhibition counter-screen; GDH-TPI coupled enzyme counterscreen, NADH absorbance; inhibition, % at 4.8 µM; hit rate 1.2% among 360,000;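 also: 0% = DMSO wells and 100% = wells lacking the enzyme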
CCHF vOTU inh – blocks the CCHF virus ovarian tumor domain protease; inhibition, % at 11.5 µM; AID 651958; CCHFV vOTU protease, Pep-AMC fluorescence; hit rate 0.55% among 370,000; also: 0% = vehicle wells with enzyme and 100% = no enzyme wells
BoNT F protease – BoNT F light chain protease inhibition. inhibition, % at 10 µM. Multiplex microsphere protease cleavage assay, flow cytometry. hit rate 0.22% among 360,000; in the data active = inhibition above about 35%, passing the limit was not always enough; inconclusive = no clear call, values can overlap the other calls; also: plate controls were buffer without enzyme for full effect and enzyme alone for no effect
Mtb UGM inh – Mtb UDP-galactopyranose mutase inhibition; P9WIQ1; purified UGM, fluorescence polarization probe displacement; inhibition, % at 10 µM; hit rate 0.06% among 320,000; in the data active = inhibition above about 10%, passing the limit was not always enough; inconclusive = no clear call, values can overlap the other calls
Target sequence (P9WIQ1 whole entry, looked up): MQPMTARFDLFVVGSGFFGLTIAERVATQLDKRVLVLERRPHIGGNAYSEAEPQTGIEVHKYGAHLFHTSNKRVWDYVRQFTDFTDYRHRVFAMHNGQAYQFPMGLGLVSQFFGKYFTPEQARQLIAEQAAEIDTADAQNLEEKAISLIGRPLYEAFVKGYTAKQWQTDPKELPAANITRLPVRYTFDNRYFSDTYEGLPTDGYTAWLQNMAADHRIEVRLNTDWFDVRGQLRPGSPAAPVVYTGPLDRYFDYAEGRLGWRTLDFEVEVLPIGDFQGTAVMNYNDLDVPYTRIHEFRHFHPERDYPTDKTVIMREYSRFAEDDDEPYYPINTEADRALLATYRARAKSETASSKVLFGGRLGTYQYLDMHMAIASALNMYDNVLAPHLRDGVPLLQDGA
BoNT-A LC inh2 – blocks Botulinum neurotoxin A light chain protease; multiplex microsphere protease substrate cleavage, flow cytometry; inhibition, % at 10 µM; hit rate 0.17% among 360,000; AID 588499; in the data active = inhibition above about 30%; inconclusive = no clear call, values can overlap the other calls; also: plate controls were buffer without enzyme for full effect and enzyme alone for no effect
Active calls of the source: *; ? = inconclusive; . = not tested or not shown. Rule as the data show it, unless noted: active = inhibition above about 30%; inactive = the rest.

SMILES | FBA Mtb inh | PrPC TRFRET | FadD28 FP inh | BioA inh | GDH-TPI counter | CCHF vOTU inh | BoNT F protease | Mtb UGM inh | BoNT-A LC inh2
CC(=O)Cc1nsc(NC(=O)c2ccc(-c3cccc(C(F)(F)F)c3)o2)n1 | -5 | -4 | -4.9 | 0.0 | 8 | 6 | -8 | 1.5 | -1.4
COc1ccc(NC(=O)C(=O)N/N=C/c2cccnc2)c(OC)c1 | 1 | -11 | 0.0 | 0.0 | 17 | 2 | -11 | -2.1 | -0.5
Cc1cccc(NC(=O)Nc2ccc(C)cc2Br)c1 | -3 | 11 | 0.3 | 1.5 | 9 | -1 | 0 | -2.8 | 0.7
O=C(c1cc2ccccc2oc1=O)N1CCCN(C(=O)c2cc3ccccc3oc2=O)CC1 | 6 | -3 | -2.9 | . | 24 | 7 | -5 | . | 0.2
Cc1ccccc1C(=O)NC(CC(C)C)C(=O)OCc1cc(=O)n2cc(Br)ccc2n1 (configuration not stated) | 4 | -25 | -2.4 | . | 24 | -12 | -3 | -0.6 | -0.2
COC(=O)c1ccc(C2c3c(n[nH]c3C)C(=O)N2c2ccc(C)cc2)cc1 (configuration not stated) | 0 | 4 | -3.9 | 3.2 | -5 | -5 | 2 | -0.2 | 1.3
Cc1ccc(C(O)c2ncc(-c3ccccc3F)[nH]2)c(C)c1 (configuration not stated) | -1 | -5 | -6.2 | 1.1 | -10 | 7 | -1 | . | -0.1
CCOC(=O)[C@@H]1[C@H]2COc3cc(OC)ccc3[C@@H]2N2C(=O)N(c3ccc(C(F)(F)F)cc3)C(=O)[C@]12C | 1 | -2 | -2.5 | -0.9 | 9 | 7 | -8 | 1.7 | 0.2
Cc1cccc2cc(CN(Cc3cccs3)C(c3nnnn3C3CCCC3)C(C)C)c(=O)[nH]c12 (configuration not stated) | 3 | 3 | 0.3 | 5.2 | 1 | -2 | ? | . | -2.3
CC(C)NC(=O)N(Cc1ccccc1)Cc1cccs1 | -1 | -5 | 1.6 | 9.0 | -3 | 1 | -3 | -0.8 | 0.2
CCOC(=O)C(C)/C(C)=N/NC(=O)CCC(=O)Nc1cc(C)ccc1C (configuration not stated) | 1 | -5 | -0.7 | 0.8 | 1 | 7 | -4 | -0.6 | -0.4
CC(C)n1nnc(-c2ccc(OCc3ccccc3F)cc2)n1 | 1 | -4 | -1.7 | -0.6 | 5 | 5 | -7 | 0.7 | 1.6
Cc1ccccc1C(C)NS(=O)(=O)c1ccc2c(c1)OCCO2 (configuration not stated) | 3 | 9 | 0.5 | 0.4 | 5 | 26 | 2 | 0.5 | -0.5
COCCSc1nnc(NC(=O)CS(=O)(=O)c2ccccc2)s1 | -4 | 5 | . | -2.1 | 0 | -2 | 0 | -2.3 | -1.0
CCn1c2ccccc2c2cc(/C=N/NC(=O)c3ccncc3)ccc21 | 0 | 4 | -10.0 | 0.7 | 17 | -8 | -4 | -1.6 | -0.3
CC(Oc1ccc2c3c(c(=O)oc2c1)CCCC3)C(=O)NCc1ccccn1 (configuration not stated) | 79* | -3 | -3.5 | 12 | 12 | -9 | -7 | 0.7 | -3.5
CC1(c2ccc(OC(F)F)cc2)NC(=O)N(CC(=O)NC2CCCCC2)C1=O (configuration not stated) | -3 | -5 | -0.3 | . | 3 | -8 | -6 | -0.4 | -0.5
O=C(N/N=C/c1cccs1)C1CC(=O)N(c2ccccc2)C1 (configuration not stated) | 0 | 2 | -3.0 | 2.2 | 6 | 15 | 3 | -1.5 | 1.2
CN1CCC(N(C)C(=O)c2ccc(Cl)c(S(=O)(=O)N3CCc4ccccc43)c2)CC1 | 3 | -10 | -1.4 | 6.8 | -5 | 2 | 0 | 0.4 | -0.1
Nn1c(COc2ccccc2)nnc1SC(F)F | 0 | -6 | -0.5 | -0.7 | 1 | 8 | -2 | 1.8 | -0.3
COC(=O)/C=C1\NC(=O)C(C)S1 (configuration not stated) | -2 | 5 | -3.0 | -1.1 | 2 | 12 | -5 | 2.5 | -0.3
O=C(NCc1nnc2c3ccccc3c(-c3ccccc3)nn12)c1ccc(Cl)cc1 | -3 | 7 | -7.7 | . | 2 | 8 | 3 | -3.8 | 0.0
CSc1nccc(-c2cc(Cl)sc2Cl)n1 | 1 | -1 | -2.3 | -1.6 | 5 | 4 | -7 | . | 0.2
CCOc1ccc(NCc2cccn2-c2nnc(N3CCC(C(=O)NCCCN4CCCCC4CC)CC3)s2)cc1 (configuration not stated) | -2 | -20 | -4.7 | 1.3 | -4 | 8 | -23 | -0.4 | -1.8
Nc1nc(/C=C/c2cccnc2)nc(-c2ccccc2O)n1 | -1 | -8 | -0.1 | . | 14 | -17 | -6 | -2.2 | -0.1

By substructure, the compounds so far with a CF3 group.
SMILES | FBA Mtb inh | PrPC TRFRET | FadD28 FP inh | BioA inh | GDH-TPI counter | CCHF vOTU inh | BoNT F protease | Mtb UGM inh | BoNT-A LC inh2
CC(=O)Cc1nsc(NC(=O)c2ccc(-c3cccc(C(F)(F)F)c3)o2)n1 | -5 | -4 | -4.9 | 0.0 | 8 | 6 | -8 | 1.5 | -1.4
CCOC(=O)[C@@H]1[C@H]2COc3cc(OC)ccc3[C@@H]2N2C(=O)N(c3ccc(C(F)(F)F)cc3)C(=O)[C@]12C | 1 | -2 | -2.5 | -0.9 | 9 | 7 | -8 | 1.7 | 0.2

(continued)
SMILES | FBA Mtb inh | PrPC TRFRET | FadD28 FP inh | BioA inh | GDH-TPI counter | CCHF vOTU inh | BoNT F protease | Mtb UGM inh | BoNT-A LC inh2
C(=N\NC1=NCCCCC1)/c1c[nH]c2ccccc12 | -4 | -5 | -0.9 | . | 39* | 5 | . | 1.4 | .
CCC1CCCCN1C(=O)c1cc(COc2ccc(-n3cncn3)cc2)on1 (configuration not stated) | 3 | 6 | 1.1 | -0.2 | 6 | 13 | -4 | -1.3 | -1.1
Cc1nc(N2CCN(C(=O)c3ccc(Cl)cc3)CC2)c(C#N)c2c1COC(C)(C)C2 | 38* | 9 | -3.1 | -4.3 | 13 | -10 | -19 | -2.2 | 0.0
COc1ccc(Cl)cc1NC(=O)COC(=O)CCCC1=NS(=O)(=O)c2ccccc2N1 | 2 | 4 | -3.5 | 2.2 | -1 | 4 | -7 | 0.5 | -1.1
CCOC(=O)Cc1csc(NS(=O)(=O)c2cc(Cl)ccc2Cl)n1 | -1 | 3 | 0.8 | -2.0 | 5 | 1 | ? | -0.4 | 1.2
Cc1ccc(NC(=O)CSc2nc(=O)n(CCN(C)C)c3c2CCCC3)cc1Cl | 1 | -17 | -1.9 | . | 9 | 6 | -8 | 3.9 | 0.5
O=C(OCCCc1cc2ccccc2c(=O)o1)c1ccc2c(c1)OCO2 | 6 | -2 | -2.6 | 0.8 | 9 | 9 | 1 | 3.9 | 0.8
CN(CCOc1ccccc1)CC(O)COCc1ccccc1F (configuration not stated) | 0 | -6 | -1.3 | -0.4 | -9 | 2 | 26 | -1.5 | 3.9
COc1cccc(-c2ccc(NC(=O)C3CCCN(Cc4cnc(N(C)C)s4)C3)cc2)c1 (configuration not stated) | -3 | 12 | -4.3 | -0.1 | 4 | 24 | 2 | -1.4 | 0.9
COc1ccc(C2(C)NC(=O)N(CC(=O)Nc3ccc(Br)cc3F)C2=O)cc1OC (configuration not stated) | -4 | 1 | -3.1 | 0.4 | -14 | 8 | 1 | 1.6 | 2.3
CC(C)[C@H](NC(=O)N1c2ccccc2NC(=O)[C@@H]1C(C)C)C(=O)N[C@@H](C(=O)O)c1ccccc1 | 3 | 3 | 0.3 | 1.4 | 4 | -1 | 2 | 1.5 | 0.2
COc1cccc(NC(=O)CC2C(=O)NC3CCCCC3N2C(=O)c2ccccc2)c1 (configuration not stated) | 2 | -1 | 0.7 | -0.7 | 3 | -4 | -29 | -1.2 | -14
CCCN(CCC)S(=O)(=O)c1ccc(C(=O)N2CCN(C)CC2)cc1 | 3 | 3 | -0.8 | -0.5 | 11 | 0 | . | -2.3 | .
Cn1nc([N+](=O)[O-])c(C(C#N)c2ccccn2)c(Cl)c1=O (configuration not stated) | -1 | -8 | 0.8 | . | 12 | -4 | -22 | -1.5 | -3.0
CCOC(=O)CCn1nnc(N)n1 | 0 | -7 | -0.2 | 0.2 | 8 | -2 | 5 | -2.3 | 0.0
COc1ccc(C2CCc3cc4c(cc3C2=NO)OCO4)cc1OC (configuration not stated) | 1 | 7 | -1.0 | 0.7 | 11 | -10 | -8 | . | -0.6
COc1cccc(-c2ccc3c(c2)N(Cc2cccc(F)c2)C(=O)C(C)S3)c1 (configuration not stated) | 1 | -3 | 0.3 | -0.2 | 13 | 5 | -11 | . | -0.7
COc1ccc(NS(=O)(=O)c2cc(NC(=O)CNC(=O)c3cccc(OC)c3)ccc2C)cc1 | -1 | -2 | -3.0 | 1.1 | -1 | 9 | -3 | -0.8 | -0.2
Cc1ccc(S(=O)(=O)N2CCN(Cc3ccccc3C(F)(F)F)CC2)cc1 | 5 | 0 | -2.0 | -0.3 | 11 | 17 | 4 | 0.2 | -0.3
O=C(NNc1c(F)c(F)cc(F)c1F)c1ccco1 | -2 | 5 | -3.1 | -1.4 | 13 | -9 | 1 | -0.7 | 0.1
COc1ccc(C2CCCN2CC(O)COc2ccccc2C(C)C)cc1 (configuration not stated) | -1 | 4 | -2.3 | 0.2 | 0 | 14 | -15 | -2.0 | -4.1
CC(Sc1nnc(Cc2ccc3c(c2)OCO3)o1)C(N)=O (configuration not stated) | -1 | 3 | -1.8 | 1.0 | 3 | 3 | -7 | -0.1 | -1.4
Cn1cnnc1SCCC(=O)Nc1ccccc1 | -5 | 5 | -1.7 | -0.1 | 11 | -2 | 2 | -0.6 | 2.4
O=C(Cn1c(=O)[nH]c2sc3c(c2c1=O)CCCC3)NCC1CCCO1 (configuration not stated) | 9 | 3 | -0.7 | 0.2 | 13 | 1 | -4 | 0.5 | 0.5
CC12C=CC(=O)C=C1CCC1C2C(=O)CC2(C)C(=O)CCC12 (configuration not stated) | 1 | -10 | 0.8 | 4.6 | 4 | 7 | 2 | . | 0.9

(cont.)
SMILES | FBA Mtb inh | PrPC TRFRET | FadD28 FP inh | BioA inh | GDH-TPI counter | CCHF vOTU inh | BoNT F protease | Mtb UGM inh | BoNT-A LC inh2
O=C(CSc1ncnc2sccc12)N1CCCCC1 | -2 | -3 | -2.2 | -0.3 | -1 | 16 | 1 | -0.9 | 0.3
Cc1cc(=O)cc(C)[nH]1 | 0 | -1 | -3.0 | -0.8 | -3 | -1 | 0 | 0.2 | 0.7
COc1ccc(CCC(C)NC2C3CC4CC(C3)CC2C4)cc1 (configuration not stated) | 2 | 10 | 0.4 | . | -1 | -12 | 1 | . | -0.7
CC(=O)Nc1nc(NCc2ccccc2Cl)n(-c2ccccc2)n1 | 16 | 3 | -4.2 | 0.8 | -8 | -6 | ? | 2.4 | -0.4
c1ccc(CC[C@@H]2CC[C@@H](CCc3ccccc3)N2)cc1 | 3 | -4 | 0.7 | 2.1 | 6 | 5 | 1 | 1.6 | -0.4
COc1ccc(NC2=NCC(=O)N2c2ccccc2)c(OC)c1 | 1 | -6 | -0.2 | 0.5 | 7 | 9 | -20 | 2.5 | -0.1
CCOc1ccc(NS(=O)(=O)c2ccc3c(c2)CCN3C(=O)C2CCC2)cc1 | 0 | 3 | -2.1 | . | 10 | -4 | -18 | -3.5 | -1.5
CC1(C)CC(NC(=O)COc2ccc3c4c(c(=O)oc3c2)CCCC4)CC(C)(C)N1 | 52* | 2 | -1.0 | 0.0 | 17 | -24 | -2 | -0.4 | -0.7
CCOc1ccc(/C=N/N2C(=O)C(CC(=O)Nc3ccc(F)cc3F)SC2=NC)cc1OC (configuration not stated) | -1 | -4 | -3.5 | 0.7 | 23 | -1 | -4 | -0.9 | -0.1

Some of these compounds in order of length of the SMILES, high to low:
SMILES | FBA Mtb inh | PrPC TRFRET | FadD28 FP inh | BioA inh | GDH-TPI counter | CCHF vOTU inh | BoNT F protease | Mtb UGM inh | BoNT-A LC inh2
CCOc1ccc(NS(=O)(=O)c2ccc3c(c2)CCN3C(=O)C2CCC2)cc1 | 0 | 3 | -2.1 | . | 10 | -4 | -18 | -3.5 | -1.5
CC(=O)Nc1nc(NCc2ccccc2Cl)n(-c2ccccc2)n1 | 16 | 3 | -4.2 | 0.8 | -8 | -6 | ? | 2.4 | -0.4
COc1ccc(CCC(C)NC2C3CC4CC(C3)CC2C4)cc1 (configuration not stated) | 2 | 10 | 0.4 | . | -1 | -12 | 1 | . | -0.7
O=C(CSc1ncnc2sccc12)N1CCCCC1 | -2 | -3 | -2.2 | -0.3 | -1 | 16 | 1 | -0.9 | 0.3

Compound activity from PubChem.
